Source: PubChem BioAssay
MsrA inhibitor: inhibitors of bovine MsrA; purified bovine MsrA, absorbance read-out; inhibition, % at 15.5 µM; 360,000 tested, 0.75% active; in the data active = inhibition above about 4.5%;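 note: 0% = vehicle wells with enzyme and 100% = reference inhibitor wells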
MsrA act: bovine methionine sulfoxide reductase A activation | purified bovine MsrA, absorbance read-out | activation, % at 10.6 µM | 360,000 tested, 0.3% active; in the data active = activation above about 7.5%;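 note: 0% = vehicle and 100% = reference activator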
E coli Lon inh: inhibitors of E. coli Lon protease | purified E. coli Lon protease, fluorescence polarization | inhibition, % at 7.94 µM | 360,000 tested, 0.42% active | AID 602123; in the data active = inhibition above about 13%, passing the limit was not always enough;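 note: 0% = enzyme with probe and DMSO and 100% = no enzyme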
Target sequence (P0A9M0 whole entry, looked up): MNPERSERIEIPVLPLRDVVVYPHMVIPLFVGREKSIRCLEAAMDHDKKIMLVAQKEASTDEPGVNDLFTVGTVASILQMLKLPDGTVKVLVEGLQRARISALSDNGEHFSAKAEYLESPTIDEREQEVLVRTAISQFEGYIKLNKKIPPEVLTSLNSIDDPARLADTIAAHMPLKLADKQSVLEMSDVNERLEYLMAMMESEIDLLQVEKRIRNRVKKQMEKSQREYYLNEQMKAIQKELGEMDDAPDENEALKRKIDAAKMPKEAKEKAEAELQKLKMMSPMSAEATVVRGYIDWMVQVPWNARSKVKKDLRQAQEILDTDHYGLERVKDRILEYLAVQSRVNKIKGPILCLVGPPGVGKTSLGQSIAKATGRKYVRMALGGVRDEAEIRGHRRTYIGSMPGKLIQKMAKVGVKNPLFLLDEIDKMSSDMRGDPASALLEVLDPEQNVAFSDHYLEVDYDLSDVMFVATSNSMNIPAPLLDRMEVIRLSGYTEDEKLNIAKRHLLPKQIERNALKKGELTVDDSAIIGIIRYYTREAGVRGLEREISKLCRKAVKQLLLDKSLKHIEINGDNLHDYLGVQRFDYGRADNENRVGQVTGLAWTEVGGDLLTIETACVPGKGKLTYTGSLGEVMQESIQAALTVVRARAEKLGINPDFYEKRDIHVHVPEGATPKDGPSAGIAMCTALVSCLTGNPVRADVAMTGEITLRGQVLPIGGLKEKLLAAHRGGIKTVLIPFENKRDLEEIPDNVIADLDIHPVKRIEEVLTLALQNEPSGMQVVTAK
Rin1 Abl inh: human Rin1-Abl interaction inhibition | P00519+Q13671 | TR-FRET Rin1/Abl binding, biochemical | inhibition, % at 7.35 µM | 360,000 tested, 0.4% active; in the data active = inhibition above about 5%, passing the limit was not always enough
Tb MetRS inh: blocks T. brucei methionyl-tRNA synthetase activity; inhibition, % at 11.9 µM; AID 624268; 360,000 tested, 0.4% active; purified T. brucei MetRS, ATP depletion, Kinase-Glo luminescence;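 active = inhibition above a per-plate cutoff of the control wells' mean inhibition plus 3 SD, cut at about 5.5% in these data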;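 note: 0% = DMSO wells median and 100% = median of wells with control inhibitor compound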
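technique = Kinase-Glo luminescence, ATP depletion format | system = purified MetRS (methionyl-tRNA synthetase) enzyme from Trypanosoma brucei | timing = 15 min preincubation, 2 h reaction, all 25 °C | evaluation = percent inhibition versus plate control medians | dosing = single dose, 11.9 µM final nominal, 0.9% final DMSO | also added = substrates ATP, L-methionine and bulk Escherichia coli tRNA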
MLLE-PAM2 inh: inhibitors of microRNA-mediated deadenylation, human PABP1 MLLE binding | inhibition, % at 20 µM | 360,000 tested, 0.36% active | GST-MLLE / FITC-PAM2 fluorescence polarization; in the data active = inhibition above about 35%, passing the limit was not always enough;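 note: plate controls were DMSO wells with GST-MLLE for no effect and wells lacking GST-MLLE protein for full effect; some results filed as inactive read as strong as hits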
CSN deneddyl inh: blocks human CSN-mediated cullin deneddylation. Q92905. Purified CSN, SCF-Nedd8-OG deneddylation, fluorescence polarization. inhibition, % at 12.5 µM. 360,000 tested, 0.38% active;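 active = pattern-corrected inhibition above about 35%, with an unprinted fluorescence ratio check between 0.5 and 1.5, limit read from the data, passing the limit was not always enough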;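 note: 0% = enzyme with substrate and 100% = substrate without enzyme; some results filed as inactive read as strong as hits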
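Test system: purified human Csn5 enzyme expressed in HEK293T cells. Amount: 0.24 nM enzyme. Reagent: SCFSkp2-Nedd8OG substrate at 10 nM final. Schedule: 90 min incubation of compound, enzyme and substrate at room temperature. Detection: fluorescence polarization. Read-out: % inhibition of substrate cleavage by Csn5.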
Neddylation inh: blocks human cullin neddylation. P61081+Q13564. TR-FRET cullin neddylation, biochemical. calls only at 25 µM. 360,000 tested, 0.58% active. AID 651699; in the data active = inhibition above about 36%
FAS TE block: inhibitors of human fatty acid synthase thioesterase domain | P49327 | recombinant FAS-TE, OMFH fluorogenic substrate, fluorescence endpoint | inhibition, % at 15 µM | 360,000 tested, 0.67% active;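 active = compounds whose normalised, plate-corrected inhibition of enzyme fluorescence in the single-dose primary screen is 50% or more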;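 note: 0% = DMSO with enzyme and 100% = substrate without enzyme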
* hit, by the source's call; i = inactive; . = no result given; + = active, no number.

SMILES	MsrA inhibitor	MsrA act	E coli Lon inh	Rin1 Abl inh	Tb MetRS inh	MLLE-PAM2 inh	CSN deneddyl inh	Neddylation inh	FAS TE block
COc1ccc(NS(=O)(=O)c2ccc(NS(=O)(=O)c3cccs3)cc2)c(OC)c1	-0.3	-2	5	3	-0.4	0	-1	i	2
O=C(CSC1=NS(=O)(=O)c2cc(Cl)ccc2N1)NCCc1ccccc1	-0.8	-12	-15	-1	-0.5	-7	1	i	-4
CC1CCN(C(=O)C2CCCCN2S(=O)(=O)c2cccc([N+](=O)[O-])c2)CC1 (stereo not drawn)	-1.3	-5	-3	1	-0.5	-15	0	i	4
CC[C@H](C)[C@@H]1NC(=O)[C@H]([C@@H](C)CC)NC(=O)[C@@H](CC(C)C)NC(=O)[C@H](Cc2ccccc2)NC(=O)[C@H](Cc2ccccc2)NC(=O)[C@@H]2CCCN2C(=O)[C@@H]2CCCN2C(=O)[C@H](C(C)C)NC(=O)[C@H](CC(C)C)NC1=O	0.1	1	0	2	-0.4	10	6	i	5
Cc1ccc(S(=O)(=O)N2CCN(c3ccc(N4CCOCC4)nn3)CC2)cc1[N+](=O)[O-]	0.8	-1	-7	-1	0.6	-1	0	i	16
COc1cc(C(=O)NCc2nnc(SCC(=O)Nc3nc4ccccc4s3)o2)cc(OC)c1OC	0.7	-3	9	1	0.4	3	-13	i	-7
CC(C)(C)C(=O)NC(NC(=O)C(C)(C)C)c1ccc([N+](=O)[O-])cc1	0.9	-4	0	-3	-0.2	5	2	i	-2
COc1ccc(CNC(=O)C/C(C)=N/NC(=O)c2ccc(OC)cc2OC)cc1	0.4	-9	8	2	-0.5	-8	1	i	-3
COc1ccc(C(=O)Nc2cccc3c2CCCC3)c(OC)c1	0.9	-1	2	-1	-0.3	-1	-3	i	6
O=C(Nc1nccs1)c1cccc(NC(=O)C2CC2)c1	0.3	-2	6	-1	-0.6	-5	0	i	-6
COc1ccc(NC(=O)N(CCC(C)C)C(C)c2ccccn2)c(OC)c1 (stereo not drawn)	-0.3	-1	5	-4	-0.7	8	-3	i	2
Cc1ccc(S(=O)(=O)c2nc(NCc3ccc4c(c3)OCO4)sc2Cl)cc1	0.9	-5	-16	-2	-0.1	-33	4	i	32
CCOC(=O)c1sc2nc(SC)nc(-c3ccccc3)c2c1N	0.5	-1	-2	1	-0.1	3	1	i	-4
O=C(NCCCN1CCOCC1)c1c(O)c2cc(Br)cc(Br)c2[nH]c1=O	.	0	-7	-2	0.5	1	-2	i	-6
Cc1onc(-c2ccccc2Cl)c1C(=O)OCc1cnc(Cl)s1	-0.6	-9	1	3	-1.1	-7	-4	i	20
COc1ccc(C(=O)/C=C/Nc2ccc(S(=O)(=O)Nc3onc(C)c3C)cc2)cc1	2.1	0	7	1	-0.2	0	-13	i	-5
CCC(c1nnnn1-c1ccc2c(c1)OCCO2)N1CCN(c2ccc(C(F)(F)F)cc2[N+](=O)[O-])CC1 (stereo not drawn)	0.8	3	-5	.	-0.6	.	0	i	43
O=C(c1cc(F)ccc1F)N1CCC(N2CCC(C(=O)N3CCCC3)CC2)CC1	-0.8	-2	-11	4	0.3	1	-1	i	-6
Cc1ccc(C(C)C)cc1C(=O)CC1(O)C(=O)N(C)c2ccccc21 (stereo not drawn)	0.2	-2	3	1	-0.5	-19	-5	i	-2
S=C(NCc1ccco1)N1CCN(Cc2ccc(Cl)cc2Cl)CC1	-1.4	-4	-4	-3	0.9	-99	3	i	15
COc1ccc(-c2nc3cc(C)c(Br)c(C)n3c2Cc2ccccc2)cc1OC	0.7	-3	-10	3	0.1	2	-4	i	19
O=C(CNC(=O)c1ccc(Cl)cc1Cl)OCc1nnc(-c2ccccc2Br)o1	0.1	-1	-10	1	-0.2	-14	-4	i	0
Fc1ccc(NC(=S)N2CCCc3ccccc32)cc1	-1.1	1	1	3	0.0	31	3	i	-3
COc1cccc(C(=O)CC(=O)C(=O)Nc2cc(OC)ccc2OC)c1	1.3	-2	-6	0	0.8	-3	-1	i	5
NC(=O)c1ccc(NC(=O)CCc2nc3ccccc3s2)cc1	0.3	-7	-9	0	-0.9	12	2	i	-9
CCOC(=O)N1CCN(c2nc(-c3ccccc3)c3cc(C)ccc3n2)CC1	0.5	-9	-3	-1	-2.2	7	1	.	16
O=C1CN(c2ccccc2)C(=O)N1	-0.9	-1	0	1	-0.1	2	0	i	-5
CN(C)c1ccc(-c2ccc3oc(-c4ccsc4)cc(=O)c3c2)cn1	0.0	-11	18	4	-0.3	-13	8	i	1
CCCc1nccn1S(=O)(=O)c1cc(OC)ccc1OC	0.7	-5	-8	-3	-1.1	-5	-1	i	-10
CC(C)CNC(=O)C1Nc2ccccc2C2C=CCC12 (stereo not drawn)	0.6	-7	14	3	-0.2	-4	2	i	-5

Full records from above. Order of screens: MsrA inhibitor, MsrA act, E coli Lon inh, Rin1 Abl inh, Tb MetRS inh, MLLE-PAM2 inh, CSN deneddyl inh, Neddylation inh, FAS TE block
`Cc1ccc(C(C)C)cc1C(=O)CC1(O)C(=O)N(C)c2ccccc21` (stereo not drawn) is listed with 0.2, -2, 3, 1, -0.5, -19, -5, i, -2
`COc1ccc(-c2nc3cc(C)c(Br)c(C)n3c2Cc2ccccc2)cc1OC` is listed with 0.7, -3, -10, 3, 0.1, 2, -4, i, 19
`CN(C)c1ccc(-c2ccc3oc(-c4ccsc4)cc(=O)c3c2)cn1` is listed with 0.0, -11, 18, 4, -0.3, -13, 8, i, 1

Later entries
SMILES	MsrA inhibitor	MsrA act	E coli Lon inh	Rin1 Abl inh	Tb MetRS inh	MLLE-PAM2 inh	CSN deneddyl inh	Neddylation inh	FAS TE block
COc1ccccc1C(=O)NC(=O)COC(=O)C1CCC1	0.5	2	-8	0	-0.3	-9	0	i	-3
CC(C)c1nc(C#N)c(NCCCn2ccnc2)o1	-0.3	-1	-1	-1	0.1	-1	-3	i	-3
NC(=O)c1ccccc1N=Cc1cccnc1	1.3	-3	1	3	-0.5	7	-3	.	-7
Cc1nn(-c2ccccc2)c(Cl)c1/C=N/NC(=O)c1nn(C)cc1[N+](=O)[O-]	0.3	-5	9	4	-0.3	-2	0	i	2
CC1CC(C)(C)CC2(C1)NC(=O)N(CC(=O)Nc1ccc3c(c1)OCO3)C2=O (stereo not drawn)	1.9	-3	-4	1	-0.4	-14	-7	i	-5
OCC1OC(n2cnc3c(SCc4ccccc4)ncnc32)C(O)C1O (stereo not drawn)	0.3	0	0	6	-0.4	-7	-3	i	-5
CC(NC(=O)CCc1nc2cc(S(=O)(=O)N3CCOCC3)ccc2n1C)c1ccc(S(N)(=O)=O)cc1 (stereo not drawn)	1.5	-10	4	1	-0.4	16	-1	i	6
CCOC(=O)N1CCC(N2C(=O)c3ccccc3C2Nc2c(C)cccc2C)CC1 (stereo not drawn)	2.0	0	6	7	-0.6	0	0	i	2
Cc1cc(C)c(C)c(S(=O)(=O)Nc2ccccc2C(=O)O)c1C	-0.1	-3	-8	1	0.0	13	-17	+	-6
CCOC(=O)c1c(S(=O)(=O)Nc2ccccc2OCC)c(C)n(C)c1C	-0.3	0	-9	-3	0.0	-2	-4	i	-4
CC(C)Oc1ccc(C(=O)Nc2cc(S(=O)(=O)N3CCOCC3)ccc2N2CCOCC2)cc1	0.1	-4	-7	4	-0.3	8	-1	i	12
O=C(CNc1ccccc1)N/N=C/c1ccc2c(c1)OCCO2	0.9	-6	15	-3	-0.5	9	-2	i	-6
Cc1ccc(NC(=O)COC(=O)CCC2CCCC2)c(Br)c1	2.0	-5	-1	-2	0.0	-3	-3	i	12
Cc1ccc(C(O)c2ncc(-c3cccc(C(F)(F)F)c3)[nH]2)c(C)c1 (stereo not drawn)	-1.7	-1	-1	-4	-0.2	-2	1	i	12
O=C(Nc1ccccc1)Nc1ccccc1C(=O)NCc1ccccc1	-0.7	1	-6	-4	1.1	3	3	i	8
CC(C)C(NC(=O)c1c(F)cccc1F)C(=O)NCc1ccncc1 (stereo not drawn)	1.7	-1	-3	1	-0.4	7	-3	i	-3
Cc1ccc(Cl)cc1-c1cc(C(=O)N2CCN(c3ccncc3)CC2)[nH]n1	-0.3	1	-1	-1	-0.1	-3	4	i	-10
CCOC(=O)C1(CCOc2ccccc2)CCN(Cc2ccc(C#CCCO)cc2)CC1	0.4	-1	3	-1	-0.7	-2	-4	i	12
CCS(=O)(=O)n1c(Cc2cccs2)nc2ccccc21	-1.1	-6	-11	4	-0.2	-13	-2	i	-9
CCC(NC(=O)C1C2C=CC(C2)C1C(=O)O)c1ccc(C)cc1 (stereo not drawn)	0.5	-2	-1	-2	0.4	7	1	i	-2
CCCn1nnnc1NCc1cccn1C	0.2	-2	-1	1	-0.8	6	2	i	-6
CSc1ccccc1C(=O)Nc1cccc([N+](=O)[O-])c1	2.2	-5	-6	2	-0.5	0	-1	i	8
COc1ccc([N+](=O)[O-])cc1NC(=O)C(C)OC(=O)Cc1ccc(OC)c(OC)c1 (stereo not drawn)	1.4	-3	-6	0	-0.2	16	-1	i	8
CCOC(=O)C1=Nc2ccccc2C1=[N+]=[N-]	5.7*	-6	-5	-3	-0.7	-2	4	i	-29

Compounds above that have a CF3 group (two):
SMILES	MsrA inhibitor	MsrA act	E coli Lon inh	Rin1 Abl inh	Tb MetRS inh	MLLE-PAM2 inh	CSN deneddyl inh	Neddylation inh	FAS TE block
CCC(c1nnnn1-c1ccc2c(c1)OCCO2)N1CCN(c2ccc(C(F)(F)F)cc2[N+](=O)[O-])CC1 (stereo not drawn)	0.8	3	-5	.	-0.6	.	0	i	43
Cc1ccc(C(O)c2ncc(-c3cccc(C(F)(F)F)c3)[nH]2)c(C)c1 (stereo not drawn)	-1.7	-1	-1	-4	-0.2	-2	1	i	12
